XiGFP reactiv – activators of inactive X chromosome reactivation, primary screen, imaging, XiGFP fibroblasts, GFP high-content imaging, set 2. actives 0.055% (n = 360,000). activation, % at 7.58 µM. XiGFP mouse fibroblasts, % GFP-positive cells imaging, 3 d; cells co-treated with 5-aza-dC sensitizer; scaled so ellipticine positive control = 100%;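 active = mean normalized replicate activation at least 10% and every replicate at or above 10%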;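 also: 0% = median of on-plate neutral control wells and 100% = ellipticine 6 µM median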
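System: XiGFP fibroblasts, SV40-immortalized. Medium: DMEM plus 5-aza-dC sensitizer. Doses: single point. Timing: 3 d treatment, 15 min room-temperature fixation. Control set: ellipticine 6 µM.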
RAD52 anneal inh – RAD52 DNA annealing inhibitors, primary screen, biochemical, FRET, single point, set 2 | inhibition, % at 18.7 µM | recombinant RAD52 DNA annealing, FRET fluorescence | actives 0.46% (n = 360,000);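 active = every replicate showing at least 50% inhibition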
F508del corr – F508del CFTR correction, initial screen, CFBE line, single point. activity (quench increase), % at 7.58 µM. CFBE cells, YFP halide quenching; stimulated with forskolin plus potentiator P3; % fluorescence drop versus neutral controls. actives 0.36% (n = 350,000);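 active = mean added fluorescence quench of at least 8% versus neutral control, with both replicates also reaching 8%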;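 also: cells transiently co-express mutant CFTR-F508del with the halide-sensitive YFP; corrector assay measuring rescue of mutant channel to the surface after 24 h compound exposure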
ARNT-TACC3 inh – disruptors of ARNT/TACC3 protein interaction, primary screen, biochemical, AlphaScreen, single concentration; Transforming acidic coiled-coil-containing protein 3 (Homo sapiens), Q9Y6A5; AlphaScreen His-ARNT PAS-B/GST-TACC3 binding, luminescence; TACC3 fragment carries E629A point mutation; inhibition, % at 9.99 µM; actives 0.66% (n = 390,000);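 active = mean inhibition of replicates at least 50% and at least half of replicates each reaching 50%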;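 also: 0% = complete ARNT plus TACC3 wells and 100% = ARNT alone without TACC3; many hits fall short of the cut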
esBAF inh – Bmi1 luciferase reporter increase in mESCs, primary screen, esBAF inhibitor project, mouse ES cells, Bmi1 luciferase knock-in, single point. 24 h; 100% = twice the neutral-well signal. reporter increase, % at 12.5 µM. actives 2% (n = 350,000). AID 602393, 2012; in the data active = activation above about 40%;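 also: 0% = median of the plate's neutral control wells and 100% = double that signal; a rise in the Bmi1 reporter signal indicates esBAF inhibition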
ERAP1 inh – human ERAP1 aminopeptidase inhibitors, primary screen, biochemical, single point, plate reader; Endoplasmic reticulum aminopeptidase 1 (Homo sapiens), Q9NZ08; recombinant ERAP1, Leu-AMC fluorescence, 60 min; inhibition, % at 10.7 µM; actives 0.15% (n = 340,000); AID 652197, 2013;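 active = mean replicate inhibition of at least 30%, or all replicates individually reaching that 30% level; inactive = mean below 30% and not every replicate reaching it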;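 also: 0% = neutral control wells and 100% = L-leucinethiol positive control wells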
RAD54 inh – inhibitors of human RAD54 branch migration, primary screen, biochemical, fluorescence, single point; DNA repair and recombination protein RAD54-like (Homo sapiens), Q92698; RAD54 Holliday junction branch migration, FAM/BHQ fluorescence; inhibition, % at 10.4 µM; actives 0.14% (n = 360,000);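 active = mean normalized replicate activity at least 40 and at least half of replicates scoring 40 or more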;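 also: 0% = median of neutral control wells and 100% = median of positive control wells; inhibitors cause a drop in the FAM fluorescence signal; in these data hits start at about 50%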
Target sequence (Q92698 whole entry, looked up): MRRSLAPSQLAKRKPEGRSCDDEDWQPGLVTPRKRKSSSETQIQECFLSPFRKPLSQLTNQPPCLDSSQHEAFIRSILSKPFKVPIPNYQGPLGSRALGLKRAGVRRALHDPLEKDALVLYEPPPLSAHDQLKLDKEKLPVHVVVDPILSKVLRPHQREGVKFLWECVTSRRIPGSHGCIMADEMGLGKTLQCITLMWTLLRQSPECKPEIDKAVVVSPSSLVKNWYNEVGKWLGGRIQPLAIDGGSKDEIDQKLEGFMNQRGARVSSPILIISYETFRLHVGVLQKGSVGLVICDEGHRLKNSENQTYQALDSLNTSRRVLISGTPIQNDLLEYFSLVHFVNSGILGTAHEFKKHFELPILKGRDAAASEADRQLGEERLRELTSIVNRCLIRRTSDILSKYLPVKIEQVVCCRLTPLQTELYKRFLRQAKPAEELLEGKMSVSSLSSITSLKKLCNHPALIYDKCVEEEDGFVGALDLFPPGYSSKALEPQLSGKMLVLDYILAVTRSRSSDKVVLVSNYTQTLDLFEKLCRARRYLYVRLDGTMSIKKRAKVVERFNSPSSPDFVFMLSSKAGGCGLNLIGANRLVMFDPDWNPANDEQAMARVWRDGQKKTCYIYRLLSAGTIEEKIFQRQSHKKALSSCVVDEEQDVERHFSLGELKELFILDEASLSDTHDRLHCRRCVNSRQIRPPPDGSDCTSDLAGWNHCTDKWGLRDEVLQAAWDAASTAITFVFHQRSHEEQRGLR
INS-1E GSIS act – GLuc luminescence reporter in INS-1E cells, primary screen for activators of glucose-dependent secretion of insulin. INS-1E GLuc reporter insulin secretion, 2-3 h. actives 0.61% (n = 370,000). activation, % at 16.6 µM;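 active = lowest replicate activation of at least 40%, so every replicate reaches that level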;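 also: 0% = median of neutral control wells and 100% = median of IBMX positive control wells; some compounds called inactive have numbers as strong as hits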
* marks the source's active call; other numbers are inactive results; . = no result given. No enrichment for hits. About 3.3% of those tested had a hit in this group.

Key to letters – A = XiGFP reactiv; B = RAD52 anneal inh; C = F508del corr; D = ARNT-TACC3 inh; E = esBAF inh; F = ERAP1 inh; G = RAD54 inh; H = INS-1E GSIS act
#1 C[C@@H]1CN([C@@H](C)CO)C(=O)c2cc(NC(=O)c3ccncc3)ccc2O[C@@H](C)CCCCO[C@@H]1CN(C)C(=O)Nc1cccc2ccccc12
  A = -0.2	B = -14	C = -1.5	D = 3	E = 3	F = -5	G = -15	H = -2

#2 COCC(=O)N(C)C[C@H]1[C@H](c2ccc(-c3cccnc3)cc2)[C@@H](CO)N1C(C)=O
  A = 0.0	B = -5	C = 1.8	D = 5	E = 0	F = -4	G = 3	H = 4

#3 CC(=O)c1ccc(OC(C)C)c(Cc2c(O)nc(N)[nH]c2=O)c1
  A = 0.0	B = -13	C = .	D = 10	E = .	F = -1	G = .	H = .

#4 C[C@@H]1CN([C@@H](C)CO)S(=O)(=O)c2ccc(C3=CCCCC3)cc2O[C@H]1CN(C)S(C)(=O)=O
  A = -0.6	B = -2	C = 2.1	D = -12	E = 5	F = 0	G = -8	H = -4

#5 COc1cc(CNCc2ccc(OC)c(OC)c2OC)cc(OC)c1
  A = .	B = .	C = .	D = -4	E = -19	F = .	G = 12	H = 23

#6 COC(=O)C1(C(=O)OC)C/C=C\CN(S(=O)(=O)c2ccccc2[N+](=O)[O-])CC1
  A = -0.1	B = -11	C = -0.3	D = .	E = .	F = -1	G = .	H = -2

#7 Cc1ccc(-c2nc(C(=O)O)cs2)cc1
  A = 0.2	B = -7	C = 0.8	D = -20	E = .	F = 0	G = .	H = 17

#8 CCCc1cc(C(=O)Nc2ccccc2C(=O)OC)no1
  A = -0.1	B = -2	C = -2.3	D = -8	E = 6	F = -2	G = -19	H = 8

#9 CC(=O)N1[C@@H](CO)[C@@H](c2ccccc2)C12CN(C(=O)c1ccccn1)C2
  A = 0.0	B = 3	C = 1.5	D = .	E = .	F = 0	G = .	H = 13

#10 COc1ccc(-c2nnc(SCC(=O)NC3CCCCC3)o2)cc1
  A = 0.0	B = -18	C = 0.4	D = -5	E = 4	F = 3	G = -5	H = 7

#11 Cc1ccc2cc(CN(CC3CCCO3)C(=S)Nc3ccccc3)c(=O)[nH]c2c1 (stereo not given)
  A = 0.6	B = -2	C = 6.1	D = -14	E = .	F = 2	G = .	H = 14

#12 Cc1ccc(C(O)CSc2nnc(-c3ccc4ccccc4c3)n2C)cc1 (stereo not given)
  A = 0.0	B = -2	C = -0.2	D = -2	E = -3	F = -3	G = -1	H = -17

#13 CC(C)(C)OC(=O)C[C@H]1C/C=C\C[C@H](CC(=O)N(CCO)Cc2ccccc2)C(=O)N[C@@H](c2ccccc2)COC1=O
  A = 0.1	B = -12	C = 3.4	D = -5	E = -1	F = 0	G = -4	H = -47

#14 COCCn1c(SCC(=O)Nc2cccnc2Cl)nc2ccccc21
  A = 0.0	B = 12	C = 2.5	D = -1	E = -2	F = -1	G = 10	H = -4

#15 CC(NC(=O)C12CC3CC(CC(O)(C3)C1)C2)c1ccccc1 (stereo not given)
  A = 0.2	B = -10	C = -2.6	D = 0	E = 4	F = 1	G = -21	H = 15

#16 COc1ccc(NC(=O)Nc2cccc3c2O[C@H](CN(C)Cc2ccc(Cl)c(Cl)c2)[C@H](C)CN([C@@H](C)CO)C3=O)cc1
  A = 7.0	B = .	C = -3.2	D = .	E = 5	F = .	G = .	H = -19

#17 Cc1ccc(NC(=O)C2Cc3ccccc3CN2C(=O)c2ccccc2)cc1Cl (stereo not given)
  A = 0.1	B = .	C = .	D = 7	E = 17	F = .	G = 1	H = -12

#18 Cc1ccc(-n2nc3c(c2NC(=O)c2ccc4c(c2)OCO4)CS(=O)(=O)C3)cc1
  A = 0.2	B = -15	C = -2.2	D = -10	E = 0	F = 4	G = -9	H = 4

#19 O=C(NNC(=S)NC(=O)c1cccs1)c1cccnc1
  A = 0.0	B = -42	C = -2.2	D = 22	E = .	F = 6	G = .	H = -3

#20 Cc1noc(C)c1CN(C(=S)NC1CC2CCC1C2)c1ccccc1 (stereo not given)
  A = 0.0	B = -11	C = -0.1	D = -6	E = .	F = 1	G = .	H = -40

#21 CC(C)Oc1ccc(S(=O)(=O)N2CCOCC2)cc1NC(=O)Cc1cccs1
  A = -0.1	B = -12	C = -8.4	D = 5	E = .	F = 0	G = .	H = 2

#22 O=C(C[C@H]1CC[C@H](NS(=O)(=O)c2ccccc2)[C@@H](CO)O1)NCc1ccncn1
  A = -0.4	B = -15	C = -0.1	D = 0	E = 9	F = -1	G = 3	H = 14

#23 Cc1c(C(c2cc(O)ccc2O)c2c(C)n(C)n(-c3ccccc3)c2=O)c(=O)n(-c2ccccc2)n1C
  A = 0.2	B = 3	C = -1.7	D = -4	E = 2	F = 5	G = 5	H = 3

#24 COc1ccc2[nH]cc(CCn3ccc(O)c(C/C=C/c4ccccc4)c3=O)c2c1
  A = 0.0	B = -20	C = -2.9	D = -2	E = .	F = 1	G = .	H = -35

#25 O=C(Nc1ccccc1)N[C@@H]1CC[C@@H](CCNC(=O)c2ccccc2F)O[C@H]1CO
  A = 0.0	B = -7	C = 3.3	D = -8	E = 3	F = 4	G = 1	H = 18

In another format: results already given.
No. | smiles | XiGFP reactiv | RAD52 anneal inh | F508del corr | ARNT-TACC3 inh | esBAF inh | ERAP1 inh | RAD54 inh | INS-1E GSIS act
11 | Cc1ccc2cc(CN(CC3CCCO3)C(=S)Nc3ccccc3)c(=O)[nH]c2c1 (stereo not given) | 0.6 | -2 | 6.1 | -14 | . | 2 | . | 14
12 | Cc1ccc(C(O)CSc2nnc(-c3ccc4ccccc4c3)n2C)cc1 (stereo not given) | 0.0 | -2 | -0.2 | -2 | -3 | -3 | -1 | -17
13 | CC(C)(C)OC(=O)C[C@H]1C/C=C\C[C@H](CC(=O)N(CCO)Cc2ccccc2)C(=O)N[C@@H](c2ccccc2)COC1=O | 0.1 | -12 | 3.4 | -5 | -1 | 0 | -4 | -47
14 | COCCn1c(SCC(=O)Nc2cccnc2Cl)nc2ccccc21 | 0.0 | 12 | 2.5 | -1 | -2 | -1 | 10 | -4
15 | CC(NC(=O)C12CC3CC(CC(O)(C3)C1)C2)c1ccccc1 (stereo not given) | 0.2 | -10 | -2.6 | 0 | 4 | 1 | -21 | 15
16 | COc1ccc(NC(=O)Nc2cccc3c2O[C@H](CN(C)Cc2ccc(Cl)c(Cl)c2)[C@H](C)CN([C@@H](C)CO)C3=O)cc1 | 7.0 | . | -3.2 | . | 5 | . | . | -19
17 | Cc1ccc(NC(=O)C2Cc3ccccc3CN2C(=O)c2ccccc2)cc1Cl (stereo not given) | 0.1 | . | . | 7 | 17 | . | 1 | -12
18 | Cc1ccc(-n2nc3c(c2NC(=O)c2ccc4c(c2)OCO4)CS(=O)(=O)C3)cc1 | 0.2 | -15 | -2.2 | -10 | 0 | 4 | -9 | 4
19 | O=C(NNC(=S)NC(=O)c1cccs1)c1cccnc1 | 0.0 | -42 | -2.2 | 22 | . | 6 | . | -3
20 | Cc1noc(C)c1CN(C(=S)NC1CC2CCC1C2)c1ccccc1 (stereo not given) | 0.0 | -11 | -0.1 | -6 | . | 1 | . | -40
21 | CC(C)Oc1ccc(S(=O)(=O)N2CCOCC2)cc1NC(=O)Cc1cccs1 | -0.1 | -12 | -8.4 | 5 | . | 0 | . | 2
22 | O=C(C[C@H]1CC[C@H](NS(=O)(=O)c2ccccc2)[C@@H](CO)O1)NCc1ccncn1 | -0.4 | -15 | -0.1 | 0 | 9 | -1 | 3 | 14
23 | Cc1c(C(c2cc(O)ccc2O)c2c(C)n(C)n(-c3ccccc3)c2=O)c(=O)n(-c2ccccc2)n1C | 0.2 | 3 | -1.7 | -4 | 2 | 5 | 5 | 3
24 | COc1ccc2[nH]cc(CCn3ccc(O)c(C/C=C/c4ccccc4)c3=O)c2c1 | 0.0 | -20 | -2.9 | -2 | . | 1 | . | -35

In a second layout: entries from further up
no.	smiles	XiGFP reactiv	RAD52 anneal inh	F508del corr	ARNT-TACC3 inh	esBAF inh	ERAP1 inh	RAD54 inh	INS-1E GSIS act
22	O=C(C[C@H]1CC[C@H](NS(=O)(=O)c2ccccc2)[C@@H](CO)O1)NCc1ccncn1	-0.4	-15	-0.1	0	9	-1	3	14
23	Cc1c(C(c2cc(O)ccc2O)c2c(C)n(C)n(-c3ccccc3)c2=O)c(=O)n(-c2ccccc2)n1C	0.2	3	-1.7	-4	2	5	5	3

New compounds follow
(26) CCCN(C)C[C@H]1Oc2ncc(-c3ccccc3)cc2C(=O)N([C@@H](C)CO)C[C@H]1C
(27) COc1ccccc1C(=O)COC(=O)/C(=C/c1ccccc1)NC(C)=O
(28) COC(=O)[C@]12C[C@H](CC(=O)N3CCN(C(=O)c4ccco4)CC3)C(=O)N(CCC3=CCCCC3)C1=C[C@H](COCc1ccccc1)O[C@@H]2C
(29) O=C(CNC(=O)c1ccccc1F)OCc1nc2ccc(Cl)cc2n1CCO

| compound no. | 26 | 27 | 28 | 29 |
| --- | --- | --- | --- | --- |
| XiGFP reactiv | . | 0.6 | 0.0 | 0.0 |
| RAD52 anneal inh | 8 | 0 | -17 | -9 |
| F508del corr | -2.6 | 1.8 | 0.9 | 0.3 |
| ARNT-TACC3 inh | 1 | 7 | . | . |
| esBAF inh | -2 | -1 | . | -4 |
| ERAP1 inh | 0 | 4 | 2 | -1 |
| RAD54 inh | 5 | . | . | 11 |
| INS-1E GSIS act | . | -7 | . | 3 |
